Screens: PubChem, several laboratories
Mtb FBA inh: inhibitors of M. tuberculosis fructose-bisphosphate aldolase; P9WQA3; purified M. tuberculosis FBA, fluorescence read-out; inhibition, % at 1 µM; 2.3% of 360,000 active; in the data active means inhibition above about 27%;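 further: 0% = vehicle and 100% = reference inhibitor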
Target sequence (P9WQA3 whole entry, looked up): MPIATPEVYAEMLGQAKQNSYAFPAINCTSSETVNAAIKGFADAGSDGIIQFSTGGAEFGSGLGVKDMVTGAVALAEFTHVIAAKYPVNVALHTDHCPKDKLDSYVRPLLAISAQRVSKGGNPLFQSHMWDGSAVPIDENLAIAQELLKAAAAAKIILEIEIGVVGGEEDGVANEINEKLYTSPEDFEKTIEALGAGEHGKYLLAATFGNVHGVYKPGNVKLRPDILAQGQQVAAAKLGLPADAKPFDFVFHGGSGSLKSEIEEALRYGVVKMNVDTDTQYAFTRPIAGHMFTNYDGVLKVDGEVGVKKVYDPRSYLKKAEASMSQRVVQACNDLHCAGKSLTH
GDH-TPI counter: counter-screen for M. tuberculosis FBA inhibitors: GDH-TPI coupled enzymes; GDH-TPI coupled enzyme counterscreen, NADH absorbance; inhibition, % at 4.8 µM; 1.2% of 360,000 active; in the data active means inhibition above about 30%;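 further: 0% = DMSO wells and 100% = wells lacking the enzyme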
BoNT-A LC inh2: inhibitors of Botulinum neurotoxin A light chain protease. multiplex microsphere protease substrate cleavage, flow cytometry. inhibition, % at 10 µM. 0.17% of 360,000 active. AID 588499; further: plate controls were buffer without enzyme for full effect and enzyme alone for no effect
BoNT-F LC inh: BoNT F light chain protease inhibition; Multiplex microsphere protease cleavage assay, flow cytometry; inhibition, % at 10 µM; 0.22% of 360,000 active; in the data active means inhibition above about 35%, passing the limit was not always enough; inconclusive means no clear call, values can overlap the other calls; further: plate controls were buffer without enzyme for full effect and enzyme alone for no effect
UGM FP inh: inhibitors of M. tuberculosis UDP-galactopyranose mutase; purified UGM, fluorescence polarization probe displacement; P9WIQ1; 0.06% of 320,000 active; inhibition, % at 10 µM; in the data active means inhibition above about 10%, passing the limit was not always enough; inconclusive means no clear call, values can overlap the other calls
Target sequence (P9WIQ1 whole entry, looked up): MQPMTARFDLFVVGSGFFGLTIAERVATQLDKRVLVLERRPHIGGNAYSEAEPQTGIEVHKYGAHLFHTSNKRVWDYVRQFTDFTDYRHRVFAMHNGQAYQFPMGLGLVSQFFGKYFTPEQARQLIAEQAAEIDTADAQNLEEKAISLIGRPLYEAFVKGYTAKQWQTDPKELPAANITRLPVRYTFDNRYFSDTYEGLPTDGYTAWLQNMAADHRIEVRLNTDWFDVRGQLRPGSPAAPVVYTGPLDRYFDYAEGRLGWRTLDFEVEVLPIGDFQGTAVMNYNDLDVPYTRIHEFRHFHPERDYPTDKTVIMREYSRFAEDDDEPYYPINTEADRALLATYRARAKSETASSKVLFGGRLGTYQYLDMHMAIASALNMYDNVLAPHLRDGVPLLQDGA
FadD28 FP inh: M. tuberculosis FadD28 bisubstrate binding inhibition. FadD28 bisubstrate probe binding, fluorescence polarization. inhibition, % at 12.5 µM. 0.22% of 360,000 active; in the data active means inhibition above about 8.5%, passing the limit was not always enough; inconclusive means no clear call, values can overlap the other calls
BioA inh: blocks M. tuberculosis BioA enzyme activity. purified M. tuberculosis BioA enzyme, plate reader. 0.096% of 360,000 active. inhibition, % at 9.99 µM. AID 602481; in the data active means inhibition above about 40%; inconclusive means no clear call, values can overlap the other calls
Anthrax LF prot: inhibitors of Bacillus anthracis lethal factor protease. multiplex microsphere protease cleavage assay, LF. inhibition, % at 10 µM. 0.12% of 360,000 active. AID 588501; further: plate controls were buffer without enzyme for full effect and enzyme alone for no effect
PfHsp40 yeast: compounds rescuing yeast from Plasmodium falciparum HSP40 toxicity | S. cerevisiae expressing PfHsp40, growth rescue, ATP luminescence | growth rescue, % at 12.5 µM | 0.68% of 340,000 active | AID 504582; in the data active means growth rescue above about 28%, passing the limit was not always enough; inconclusive means no clear call, values can overlap the other calls;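 further: yeast W303a lacking pdr1 and pdr3 grown in galactose medium; growth measured after three days at 30 °C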
Numbers without * were called inactive; ? = inconclusive; / = not tested or not shown. Unless noted, no stated cut-off is given here; in the data, active means inhibition above about 30%; inconclusive means no clear call, values can overlap the other calls; inactive means below that. An unsorted share of the library. Share with any hit: about 4.7%.

entry	mol	BoNT-A LC inh2	BoNT-F LC inh	BioA inh	FadD28 FP inh	Anthrax LF prot	PfHsp40 yeast	UGM FP inh	Mtb FBA inh	GDH-TPI counter
1	CN(Cc1ccccc1)C(=O)c1ccc2sc([C@@H]3O[C@H](CO)[C@H](O)[C@H](O)[C@H]3O)nc2c1	-0.4	3	-0.5	-0.1	-5	/	/	-1	3
2	Cc1ccc(C2=NNC(c3ccc(Cl)cc3)=Nc3ccccc32)o1	-0.1	-8	-0.3	-0.4	-2	-0.9	-0.3	0	12
3	Cc1ccc2[nH]c(=O)c(CN(Cc3ccco3)S(=O)(=O)c3c(C)ccc4nsnc34)cc2c1	0.1	-8	-0.7	-3.3	-6	-0.3	3.1	-4	20
4	CC(C)N(Cc1ccccc1)C(=O)COC(=O)c1cnc(Cl)c(Cl)c1	0.7	2	1.4	/	-4	1.2	0.1	-4	-1
5	CCc1nnc(NC(=O)CCC(=O)NC2CCCCC2)s1	0.0	-6	0.2	-4.5	-2	-1.6	-2.8	0	-6
6	CN1CCN(C(c2cccs2)c2nnnn2Cc2ccc(F)cc2)CC1 (configuration not stated)	-1.3	-4	/	-3.3	-2	0.0	0.1	-1	-2
7	COc1ccccc1CN1CCN(C(=O)COc2ccccc2)CC1	-0.5	-7	0.6	-0.8	-5	-0.8	2.2	4	7
8	CN(C)c1ccc(N=Nc2ccccc2C(=O)OCC(=O)NCC2CCCCC2)cc1	-0.6	-2	/	-4.5	-2	1.1	-1.0	-20	-3
9	COC(=O)C1=C[C@@H](C(=O)OC)C2C3=C(C(=O)C24CCCCC4)[C@H](C)n2c(=O)n(C)c(=O)n2[C@@H]3C1 (some centres not stated)	0.5	-1	-0.9	0.1	-1	0.7	-0.4	3	12
10	NC(=O)C1CCN(CCC(=O)Nc2cccc(Cl)c2)CC1	0.3	-8	0.8	-3.8	-4	1.4	0.6	1	6
11	CCOC(=O)C1CCN(C(=O)CCc2ccccc2)CC1	1.3	7	-2.4	0.5	0	0.1	1.5	-3	-3
12	CCOC(=O)C1CSC2(CCC(c3ccccc3)CC2)N1 (configuration not stated)	-0.1	3	/	-0.9	1	1.1	0.2	3	6
13	Cc1ccc(NC(=O)CN(C)S(=O)(=O)c2ccc(Br)s2)cc1F	0.7	-3	/	-2.9	1	2.0	4.3	-1	-10
14	COc1ccc2sc(-c3ccc(S(C)(=O)=O)cc3)c(-c3ccc(SC)cc3)c2c1	0.4	-2	-1.3	-3.2	-4	-0.5	-2.9	12	7
15	O=C(CSc1nc2ccccc2c(=O)n1Cc1ccco1)N1CCCCCC1	?	-4	0.1	-2.3	-12	-0.7	-0.2	-1	11
16	CC(C)Nc1ccc(-n2nc3ccccc3[n+]2[O-])cc1	1.8	-2	-2.0	-0.7	-11	0.9	1.5	-4	22

Whole records, quoted from the list. Order of values: BoNT-A LC inh2	BoNT-F LC inh	BioA inh	FadD28 FP inh	Anthrax LF prot	PfHsp40 yeast	UGM FP inh	Mtb FBA inh	GDH-TPI counter
`O=C(CSc1nc2ccccc2c(=O)n1Cc1ccco1)N1CCCCCC1` is listed with ?	-4	0.1	-2.3	-12	-0.7	-0.2	-1	11
`CCOC(=O)C1CCN(C(=O)CCc2ccccc2)CC1` is listed with 1.3	7	-2.4	0.5	0	0.1	1.5	-3	-3
`CCOC(=O)C1CSC2(CCC(c3ccccc3)CC2)N1` (configuration not stated) is listed with -0.1	3	/	-0.9	1	1.1	0.2	3	6

Continued:
entry	mol	BoNT-A LC inh2	BoNT-F LC inh	BioA inh	FadD28 FP inh	Anthrax LF prot	PfHsp40 yeast	UGM FP inh	Mtb FBA inh	GDH-TPI counter
17	COc1ccc(N2CCN(C(=O)CCS(=O)(=O)c3ccc(C)cc3)CC2)cc1	3.3	-1	0.5	0.3	-1	-0.5	1.3	4	2
18	CCc1nc2ccc(C(=O)N3CCN(C)CC3)cn2c1N(CCC(C)C)CCN(C)C	-0.5	-8	-2.9	0.6	-4	/	/	9	-3
19	CC(=O)[C@@H]1[C@@H](C)N(Cc2ccccc2)C(=O)N[C@H]1c1ccccc1	-0.7	10	0.0	-4.7	3	-0.5	-0.6	0	1
20	CC(=O)Nc1cccc(Oc2ncnc3scc(-c4ccc(C(C)C)cc4)c23)c1	-1.0	0	-0.2	-3.8	0	0.7	-1.0	1	7
21	CC1(C)CC(=O)C(=Cc2cn(CCC#N)nc2-c2ccc(Cl)cc2)C(=O)C1	-0.5	3	/	-1.7	1	-1.2	-2.2	-1	-2
22	Cc1ccc(OCC(=O)Nc2ccc3c(c2)nc(CCN2CCN(c4ccccn4)CC2)n3C)cc1	-0.4	-6	-0.4	-1.4	-3	/	/	0	7
23	COc1ccc(/C=N/NC(=O)c2sc(C)nc2C)cc1	-1.0	-3	/	-3.5	3	-0.6	-2.2	-4	8
24	O=C(c1ccc(Cn2c(=S)[nH]c3ccc(N4CCOCC4)cc3c2=O)cc1)N1CCC(N2CCCCC2)CC1	1.1	-1	/	0.7	0	-1.4	0.6	5	-2
25	COc1cccc(/C=N/n2c(-c3cc(C)[nH]n3)n[nH]c2=S)c1	-1.5	?	/	-2.6	-2	-0.1	-0.2	0	7
26	CN1C(=O)Cc2cc(S(=O)(=O)NCCc3ccccc3)ccc21	5.0	13	-1.2	0.4	2	-0.9	-0.7	2	12
27	Cc1cc(C)nc(NC(=O)c2ccc(C)c([N+](=O)[O-])c2)n1	-0.1	-1	/	-0.4	0	-0.7	1.3	5	0
28	O=C(COC(=O)C12CC3CC(CC(C3)C1)C2)Nc1ccc([N+](=O)[O-])cc1Cl	-0.3	-1	0.0	-4.2	-1	-1.3	-0.7	0	9
29	Cc1c(N(C)S(=O)(=O)c2ccc(Cl)c(C(=O)NCC3CCCO3)c2)c(=O)n(-c2ccccc2)n1C (configuration not stated)	-0.9	0	-0.8	-1.9	3	-0.9	/	-1	-2
30	O=C(CNC(=O)N1CC(=O)Nc2ccccc21)NCc1ccc(Cl)cc1	0.3	-2	-1.0	-1.0	0	-0.6	-0.5	-2	3
31	COc1ccc(/C(O)=C2/C(=O)C(=O)N(CCCC(=O)O)C2c2ccc(OC)cc2)cc1 (configuration not stated)	0.5	?	-0.9	-0.4	-2	0.3	-0.1	-1	19
32	CS(=O)(=O)N(CC(=O)N1CCCCC1)C1CCCCC1	0.0	-6	/	1.3	6	0.3	-0.1	4	10
33	CCOc1cc2c(cc1/C=C1/NC(=O)N(CC(=O)OC)C1=O)OCO2	-0.2	-2	/	-1.4	-1	0.1	1.0	-2	7
34	COc1ccc(C(=O)NCCNc2nc3ccc(C)cc3cc2C#N)cc1	0.9	-3	-1.2	-4.4	-14	1.3	0.0	47*	8
35	CC(=O)NC1C(OCc2ccccc2)OC(CO)C(OC(C)=O)C1OC(C)=O (configuration not stated)	0.5	-3	-0.5	-1.2	-2	-1.0	-2.2	-4	2
36	C[N+](C)(C)CCCCCC(=O)/C=N/O	0.1	-1	/	-0.7	0	-0.2	0.3	-3	7
37	COc1cc(/C=N/NC(=O)COc2cc(C)cc(C)c2)ccc1OS(=O)(=O)c1ccc(C)cc1	-0.5	-4	/	-7.1	-2	16	-1.5	-7	3
38	COc1ccc2oc(C(=O)N(C)Cc3ccc4c(c3)OCCO4)c(C)c2c1	-1.1	-2	1.3	-4.0	0	-1.8	-0.4	3	-6
39	Cc1nn(Cc2ccc(F)cc2)c(C)c1NC(=O)c1cc(-c2ccco2)on1	0.2	0	/	-0.7	1	-0.8	-1.4	1	1
40	CCOC(=O)N1CCN(C(=O)C2CCCN(S(=O)(=O)c3c(C)cc(C)cc3C)C2)CC1 (configuration not stated)	0.0	-4	1.1	0.3	-3	1.0	-1.0	0	6

4 compounds out of the list, arranged by count of non-hydrogen atoms, ascending:
entry	mol	BoNT-A LC inh2	BoNT-F LC inh	BioA inh	FadD28 FP inh	Anthrax LF prot	PfHsp40 yeast	UGM FP inh	Mtb FBA inh	GDH-TPI counter
36	C[N+](C)(C)CCCCCC(=O)/C=N/O	0.1	-1	/	-0.7	0	-0.2	0.3	-3	7
34	COc1ccc(C(=O)NCCNc2nc3ccc(C)cc3cc2C#N)cc1	0.9	-3	-1.2	-4.4	-14	1.3	0.0	47*	8
40	CCOC(=O)N1CCN(C(=O)C2CCCN(S(=O)(=O)c3c(C)cc(C)cc3C)C2)CC1 (configuration not stated)	0.0	-4	1.1	0.3	-3	1.0	-1.0	0	6
37	COc1cc(/C=N/NC(=O)COc2cc(C)cc(C)c2)ccc1OS(=O)(=O)c1ccc(C)cc1	-0.5	-4	/	-7.1	-2	16	-1.5	-7	3

The list goes on:
entry	mol	BoNT-A LC inh2	BoNT-F LC inh	BioA inh	FadD28 FP inh	Anthrax LF prot	PfHsp40 yeast	UGM FP inh	Mtb FBA inh	GDH-TPI counter
41	O=C(Cc1cccs1)Nc1nnc(-c2ccc(F)cc2)s1	-0.3	-4	-0.5	-0.8	-3	-0.1	1.1	4	4
42	COc1cc(-c2noc(CCCC(=O)Nc3cccnc3)n2)cc(OC)c1OC	0.2	6	/	-0.5	0	-1.3	0.9	-1	3
43	CC1Sc2ccc(S(=O)(=O)N3CCC(C(=O)Nc4cccc(Cl)c4)CC3)cc2NC1=O (configuration not stated)	0.0	-1	0.2	-5.8	2	2.3	1.9	1	0
44	Cc1ccc(S(=O)(=O)N2CCN(C(=O)COC(=O)c3ccccc3Cl)CC2)c(C)c1	0.1	0	-1.8	1.1	-3	-0.5	-1.4	-2	-4
45	NC(=O)C(Cc1ccccc1)NS(=O)(=O)c1ccc(N2CCCC2=O)cc1 (configuration not stated)	-0.5	0	-0.9	-0.2	-7	-1.9	2.2	-1	1
46	CCOC(=O)c1c(-c2ccc(F)cc2)cn2ccccc12	-0.1	2	-2.6	-2.0	-2	-0.3	0.6	99*	23
47	O=[N+]([O-])c1cccc(NC(=S)NCc2ccncc2)c1	-1.6	-10	/	-3.8	-9	-0.4	-5.7	-1	-10
48	COCCn1c(SCC(=O)c2ccccc2)nc2c(c1=O)SCC2	0.8	-6	4.2	1.6	-2	-0.3	-2.4	0	3
49	Cc1onc(-c2c(F)cccc2Cl)c1C(=O)N(C)CC(=O)Nc1cccc(F)c1	2.3	9	0.9	-4.4	?	-0.7	/	-2	7
50	CCCCC(C)C(OC(=O)CC(CC(=O)O)C(=O)O)C(CC(C)CC(O)CCCCC(O)CC(O)C(C)N)OC(=O)CC(CC(=O)O)C(=O)O (configuration not stated)	-0.5	-10	-1.1	-1.9	-7	-1.3	1.3	6	11
51	NC(=O)C[C@H](NC(=O)c1ccc(Cl)cc1)C(=O)OCc1ccccc1	0.2	10	0.1	-4.1	-6	0.0	0.5	2	-8
